From PubChem
Growth percent in the NCI-60 one-dose screen (48 h, 10 µM unless noted): 100 = growth as untreated, 0 = no growth, -100 = all killed.
UACC-62 – UACC-62 melanoma; 5.4% of 81,000 active; AID 1794756
MALME-3M – MALME-3M melanoma. 5.8% of 78,000 active
EKVX – EKVX NSCLC; 3% of 71,000 active
HOP-62 – HOP-62 NSCLC. 3.9% of 80,000 active. AID 1794735
HOP-92 – HOP-92 NSCLC cells; 6.3% of 71,000 active; AID 1794738
M14 – M14 melanoma | 6.2% of 80,000 active | AID 1794745
A549/ATCC – A549/ATCC NSCLC; 3.7% of 81,000 active; AID 1794740
UACC-257 – UACC-257 melanoma. 4.4% of 78,000 active. AID 1794764
* = called active by the depositor; x = no result given; & = joins results of further samples; [ ] = another dose, or the depositor's remark. How the source made its calls: active means growth percent below 10; inactive means the rest.

SMILES	UACC-62	MALME-3M	EKVX	HOP-62	HOP-92	M14	A549/ATCC	UACC-257
C/C(=N\Nc1ccccc1)c1ccc(NC2=CC(=O)c3ccccc3C2=O)cc1	-7.9*	-65*	74	46	113	26	49	68
CCCCCC(C)c1ccc(O)c(C)c1 (stereo not drawn)	x	x	108	98	98	98	113	99
COc1cccc(C(Cc2ccccc2)Nc2ccccc2)c1OC (stereo not drawn)	89	99	96	93	78	97	81	91
CCOC(=O)c1cc(-c2cc(C)ccc2C)nc2ccccc12	79	112	90	107	54	112	101	x
CCCCCCC(C)N(CC(C)(C)O)C(=O)c1ccc([N+](=O)[O-])cc1 (stereo not drawn)	91	96	x	87	x	93	104	106
CC(C)CN[C@H]1CS(=O)(=O)C[C@@H]1S(=O)(=O)c1ccc(Cl)cc1	91	112	79	105	104	78	97	92
Cc1c(C(=O)C(SC(=S)N2CCN(c3ccccc3)CC2)SC(=S)N2CCN(c3ccccc3)CC2)nnn1-c1ccc(Cl)cc1	92	99	105	106	112	97	103	105
CCCS(=O)(=O)Oc1cc2oc(=O)c3c(c2cc1OC)CCCCC3	86	88	x	85	58	87	85	117
CCn1nc(-c2ccc(C(=O)OC)cc2)nc2c(=O)n(C)c(=O)nc1-2	50	29	x	-1.3*	-13*	78	36	105
COc1ccc(C(=O)c2sc3nc(-c4cc(OC)ccc4OC)cc(-c4ccc(OC)cc4)c3c2N)cc1	91	100	85	x	x	90	88	x
CN1CCN(CCCOc2ccc3nc(Nc4ccc(C(F)(F)F)c(Cl)c4)ccc3c2)CC1	-36*	-47*	39	-22*	7.3*	-20*	3.9*	x
CCOC(=O)c1nnn(C(Cc2ccccc2Cl)C(=O)OCC)c1C (stereo not drawn)	100	117	106	93	93	x	83	84
COc1ccc(N)c(S)c1	94	101	92	91	88	101	77	81
S=c1nc[nH]c2c1ncn2C1C=CCCC1 (stereo not drawn)	92	100	104	91	112	98	105	100
COc1cc(C2C=C(C(=O)O)Nc3nc(SC)[nH]c(=O)c32)cc(OC)c1OC (stereo not drawn)	104	115	x	122	x	106	98	97
Nc1cc(S(=O)(=O)c2ccc(N3CCCCC3)c(N)c2)ccc1N1CCCCC1	82&78	99&104	68	113&101	70&81	89&88	93&78	79&79
CN1CCN(c2cc(-c3ccncc3)c(-c3ccc4ccccc4c3)nn2)CC1	96	85	82	70	88	101	80	x
CC(C)NCC(C)(C)NC(Cc1ccccc1)c1ccccc1 (stereo not drawn)	101	79	104	89	74	88	92	99
N#C/C(=C\c1ccc(-c2ccccc2)cc1)C(=O)c1ccccc1	101	125	x	105	73	103	95	x
CC(C)=C(c1ccc(Cl)cc1)c1ccccc1Cl	114	120	126	121	93	107	104	107
OC(CN1CCCCC1)c1ccc(Br)cc1 (stereo not drawn)	91	93	108	100	56	100	111	116
CC1C(=O)N(c2ccccc2)C1c1ccccc1 (stereo not drawn)	95	91	88	104	94	106	101	99
CCOC(=O)/C(C#N)=C/c1ccccc1F	99	107	108	x	97	102	100	107
CCCCC1(COC(=O)CCC(=O)O)C(=O)N(c2ccccc2)N(c2ccccc2)C1=O	103	101	85	109	115	110	97	98
Oc1ccc(-c2nc3ccccc3nc2-c2ccc(O)cc2O)c(O)c1	78	107	90	100	93	88	88	95

7 records drawn at random from those above, as already listed:
SMILES	UACC-62	MALME-3M	EKVX	HOP-62	HOP-92	M14	A549/ATCC	UACC-257
CCOC(=O)c1nnn(C(Cc2ccccc2Cl)C(=O)OCC)c1C (stereo not drawn)	100	117	106	93	93	x	83	84
COc1ccc(N)c(S)c1	94	101	92	91	88	101	77	81
CCCCCC(C)c1ccc(O)c(C)c1 (stereo not drawn)	x	x	108	98	98	98	113	99
CCOC(=O)/C(C#N)=C/c1ccccc1F	99	107	108	x	97	102	100	107
Oc1ccc(-c2nc3ccccc3nc2-c2ccc(O)cc2O)c(O)c1	78	107	90	100	93	88	88	95
COc1ccc(C(=O)c2sc3nc(-c4cc(OC)ccc4OC)cc(-c4ccc(OC)cc4)c3c2N)cc1	91	100	85	x	x	90	88	x
CCCS(=O)(=O)Oc1cc2oc(=O)c3c(c2cc1OC)CCCCC3	86	88	x	85	58	87	85	117

Other entries
SMILES	UACC-62	MALME-3M	EKVX	HOP-62	HOP-92	M14	A549/ATCC	UACC-257
COc1c(/C=C/C(=O)N2CCCC2)cc2c(c1OC)OCO2	93	85	101	96	92	100	99	101
Cc1ccc(Br)cc1C(=O)O	115	111	x	106	x	102	100	102
Cc1ccc2c(=O)c(C(=O)O)c[nH]c2n1	100	119	118	101	105	106	90	87
O=C1c2ccccc2C(=O)c2cc(S(=O)(=O)O)ccc21	97	118	99	111	112	x	107	106
Cc1nc2ccccc2n1CC1C(=O)CC(C)(C)CC1=O	104	103	106	97	102	105	95	94
CCOC(=O)c1cc(C(=O)c2ccc(OC)c(OC)c2)n2c1ccc1c3ccccc3ccc12	92	98	104	93	113	90	108	102
CC(=O)NCCOC(=O)c1ccccc1	107	106	109	104	x	108	109	119
CCOC(=O)C1CCCC(=O)C1Cc1cccc(OC)c1 (stereo not drawn)	94	117	x	97	102	113	107	101
COc1ccc(Oc2ccc(/C=C/C(=O)c3cc(OC)c(OC)c(OC)c3)cc2)cc1	80	99	103	122	88	96	89	90
Cn1c2c(c3ccc(Cl)c(Cl)c31)C(CN)C(C)(C)NC2=O (stereo not drawn)	127	81	95	70	40	97	28	96
O=C1Nc2ccc(Cl)cc2/C1=N/N=C/c1c[nH]c2ccccc12	43	83	23	80	93	72	87	99
Cc1onc(-c2ccccc2)c1C(=O)N/N=C/c1cc(Cl)cc(Cl)c1O	11	x	x	39	49	14	22	17
O=C1Nc2ccc(F)cc2/C1=N/c1nnc(Sc2ccc3[nH]ccc3c2)s1	97	106	97	93	103	98	100	106
NC(=S)N1N=C(c2ccc(Cl)cc2)CC1c1cc2ccccc2[nH]c1=O (stereo not drawn)	98	94	109	102	x	111	110	111
O=C1NN(C(=O)c2ccc(Cl)cc2)C(c2ccccc2)=N/C1=C\c1cn(-c2ccccc2)nc1-c1ccccc1	91	78	81	90	95	83	88	93
O=C(Cn1cc(F)c(=O)[nH]c1=O)c1ccco1	106	111	100	101	106	103	100	103
COc1ccc(/C=N/C2=C(C#N)C(c3ccc(N(C)C)cc3)c3c(ccc4ccccc34)O2)cc1 (stereo not drawn)	88	102	73	72	65	103	105	106
C#CCOc1ccccc1C(Nc1ccc([N+](=O)[O-])cc1)c1nnnn1C1CCCCC1 (stereo not drawn)	52	102	82	93	89	x	84	90
O=C1OC(=O)c2ccc(-c3ccc4c(c3)ncn4C3CCCCC3)c3cccc1c23	89	93	98	100	84	105	101	108
CC(=O)N1CCc2nc3ccccc3cc21	104	113	104	91	69	109	101	93
C/C(=N\O)c1ccc(NC(=O)CSc2nnc([C@H](C)c3ccc(CC(C)C)cc3)o2)cc1	96	112	96	93	102	103	101	109
Cc1ccc(Oc2ccc(NC(=O)Cn3c(=O)ccn(CCCCCCCCOc4ccc(Br)cc4)c3=O)cc2)cc1	38	75	53	73	25	69	56	x
O=C(CCl)Nc1cc(O)c2c(c1)C(=O)c1cccc(O)c1C2=O	-67*	-73*	5.0*	-100*	x	-33*	91	6.0*
Cn1c(=O)c(C#N)c(-c2ccccc2)n2c(=S)[nH]nc12	100	81	104	112	94	96	113	35
COc1cccc(-c2nn(-c3ccccc3)cc2-c2ccnc(NCCCNS(=O)(=O)c3ccc(F)cc3)c2)c1	x	90	69	82	42	64	58	x

Compound profiles, from the list above:
Cc1onc(-c2ccccc2)c1C(=O)N/N=C/c1cc(Cl)cc(Cl)c1O in the list: UACC-62 = 11; MALME-3M = x; EKVX = x; HOP-62 = 39; HOP-92 = 49; M14 = 14; A549/ATCC = 22; UACC-257 = 17
O=C1OC(=O)c2ccc(-c3ccc4c(c3)ncn4C3CCCCC3)c3cccc1c23 in the list: UACC-62 = 89; MALME-3M = 93; EKVX = 98; HOP-62 = 100; HOP-92 = 84; M14 = 105; A549/ATCC = 101; UACC-257 = 108

(further entries)
SMILES	UACC-62	MALME-3M	EKVX	HOP-62	HOP-92	M14	A549/ATCC	UACC-257
COc1ccc(/C=C/c2nn3c(-c4ccco4)nnc3s2)cc1	90	103	89	101	118	103	88	103
CCCS(=O)(=O)Nc1ccc(OCc2nnc(-c3ccc(OC)cc3)o2)c(F)c1	75	93	x	96	68	98	87	103
COc1ccc2[nH]c(=O)c(CNc3ccc(Nc4nccc(-c5ccc(Cl)cc5)n4)cc3)cc2c1	97	98	94	102	87	111	x	x
COc1cc2cc(NCc3cc(Br)c(OCc4ccccn4)c(OC)c3)nc(C)c2cc1OC	85	73	30	46	47	65	47	61
Cc1ccc(Nc2nc(N)nc(C(Cl)(Cl)Cl)n2)c(O)c1	82	114	102	82	86	104	97	97
Nn1c(CCl)nc2c(cnn2-c2ccccc2)c1=O	94	97	94	75	93	102	97	101
O=C(Nc1cccc(Cl)c1)OCCOc1ccc(Cl)cc1Cl	96	120	88	101	x	111	84	101
COc1ccc2nc(C#N)sc2c1	99[100 µM]	104[100 µM]	99[100 µM]	94[100 µM]	96[100 µM]	114[100 µM]	104[100 µM]	105[100 µM]
CCc1c(C(=O)NC(CC(C)C)c2ccccc2)[nH]c(C)c1C(C)=O (stereo not drawn)	84	97	84	99	80	104	88	x
Nc1nc(Nc2ccccc2SSc2ccccc2Nc2nc(N)nc(-c3cccc(Br)c3)n2)nc(-c2cccc(Br)c2)n1	88	100	43	12	86	90	1.2*	112
Cc1nn(-c2ccc(F)cc2)c2ncnc(Cl)c12	87	104	91	85	92	94	88	83
O=Cc1cc([N+](=O)[O-])ccc1Cl	89	102	106	105	80	60	102	93
C=CCC1CCCCC1=O (stereo not drawn)	106	117	110	115	97	98	104	108
CCOC(=O)Nc1ccccn1	111&111	129	100&111	111&103	95&109	106&110	106&104	115&110
Cc1cc2c(cc1[N+](=O)[O-])NC(CNC(C)C)CC2 (stereo not drawn)	99	117	95	103	x	92	104	106
COc1ccc(C2SCC(=O)N2CCc2cccs2)cc1 (stereo not drawn)	101	91	87	98	127	102	130	139
CSc1ccc(N=Cc2ccccc2O)cc1	85	106	x	104	115	99	85	85
COc1ccc(NC(=O)/C=C/c2ccccc2)cn1	94	107	99	116	121	105	104	105
N#Cc1c(-c2cccc(Br)c2)n2c(nc1=O)SC(=O)C2	104	97	103	99	94	104	x	104
CCN1C(=O)N(CC)C2Nn3c(s/c(=C4\C(=O)N(CCC(C)C)c5ccccc54)c3=O)=NC21 (stereo not drawn)	67	80	67	89	73	57	90	66
CNC(=O)c1cc(Oc2ccc3nc(NC(=O)CN4CCN(c5ccc(F)cc5)CC4)sc3c2)ccn1	x	84	57	53	82	73	75	x
CN1C=Cc2ccccc2C1C[N+](=O)[O-] (stereo not drawn)	96	118	x	78	x	94	93	92
CC(=O)N1[Se][C@@H]2[C@H]([Se]1)[C@@H](NC(=O)c1ccc(Br)cc1F)C(=O)CC1=CC(C)(O)C=C(CC(=O)[C@H]2NC(=O)c2ccc(Br)cc2F)O1 (stereo partly drawn)	113	118	103	63	81	96	104	114
CS(=O)(=O)Nc1ccc(C(=O)N=Nc2c(O)[nH]c3ccc(Cl)cc23)cc1	106	97	103	112	104	101	109	114
CC(C)(O)CCC1=C(O)c2ccccc2C(=O)C1=O	103	110	x	112	x	108	118	89
Later entries
SMILES	UACC-62	MALME-3M	EKVX	HOP-62	HOP-92	M14	A549/ATCC	UACC-257
Cc1ccc(-c2cc(Cc3c(Cl)cccc3Cl)c(=O)n(Cn3ccc4ccccc43)n2)cc1C	71	110	92	97	x	100	101	98
CC(c1ccccc1)n1ccnc1CO (stereo not drawn)	104	85	93	105	66	109	109	106
Cc1cc2cc3c(C)cc(=O)oc3c(C)c2o1	85	119&108	92&88	111&88	x	116&114	103&92	110&89
Nc1c(N[C@H]2C=C[C@@H](CO)C2)c(=O)c1=O	98	100	121	96	104	101	98	98
Cc1cccc(/C=C\C(=O)c2ccc(Br)cc2)c1	103	89	97	117	x	104	98	123
CCOC(=O)C1=C(c2ccccc2)N=c2s/c(=C/c3ccc(Br)cc3)c(=O)n2C1c1ccc(O)cc1 (stereo not drawn)	76	94	77	105	71	87	80	87
C/C(=C/N1CCCCC1C)[C@H]1CC[C@H]2[C@@H]3CCC4=CC(=O)CC[C@]4(C)[C@H]3CC[C@]12C (stereo partly drawn)	30	99	18	92	90	83	94	93
C[N+](C)(CCOc1ccccc1)Cc1cccs1	107	112	99	113	108	97	89	90
O=C1Nc2cc(-c3cccc([N+](=O)[O-])c3)ccc2/C1=C/c1ccc[nH]1	84	89	30	76	73	90	101	107
Nc1ccc(C(=O)O)cc1N	89	130	107	104	65	111	104	100
Clc1ccc(CSc2ncnc3nc[nH]c23)cc1	35	119	77	89	78	78	75	95
COC(=O)[C@H](C)NC(=O)[C@@H]1CCCN1C(=O)CNC(=O)[C@H](C)N	89	87	90	114	89	103	106	103
COc1ccc2ccccc2c1C=O	100&106	116	111&120	105&92	79	102	99&108	102&122
CCCc1ccccc1[N+](=O)[O-]	103	116	122	93	98	125	86	94
CC(=O)CC(C)(C)NC(=S)Nc1ccc(C)cc1	102	x	106	112	x	101	107	121
Clc1ccc(C2=CSCCS2)cc1	103	132	110	102	95	107	91	98
Cc1nc(N)ncc1-c1ccc2ncnc(N3CCc4cc(F)c(Cl)cc43)c2c1	72	92	20	73	14	102	56	105
CC1(C)CCCC2(C)C(OCCO)=CC(=O)C=C12 (stereo not drawn)	98	132	118	118	x	103	101	108
C1CCN(CC2CCCCN2)CC1 (stereo not drawn)	96&99	117	91&106	89&92	121&67	103	102&105	109&101
Nc1cccc(C(=O)O)c1C(=O)O	107&97	79&114	109&111	107&105	89&117	97&106	94&93	96&93
